IDE inh – human IDE inhibitors in live cells, primary screen, fluorescence polarization, HEK cells, FAbetaB substrate. Insulin-degrading enzyme (Homo sapiens), P14735. AID 434962, 2010. inhibition, % at 5.59 µM. 320,000 tested, 0.41% active. FAbetaB cleavage;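 active means percent inhibition above the average of all tested compounds plus 3 SD, set per screening campaign, cut at about 16% in these data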;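 further: IDE supplied by intact live HEK cells; FP after avidin binding of uncleaved biotin substrate so inhibition keeps polarization high; 0% = DMSO wells and 100% = 60 µM reference IDE inhibitor Ii1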
IDE cell activ – human IDE activators in live cells, primary screen, fluorescence polarization, HEK cells, FAbeta-B substrate; Insulin-degrading enzyme (Homo sapiens), P14735; FAbeta-B cleavage; 0% vehicle, 100% cell-free pure enzyme wells; activation, % at 5.96 µM; 340,000 tested, 0.073% active;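 active means activation above the mean of all tested compounds plus 3 SD, set per screening campaign, cut at about 17% in these data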
VIM-2 inhibitor – VIM-2 metallo-beta-lactamase inhibitors, primary screen, biochemical, epi-absorbance readout, Pseudomonas aeruginosa enzyme; purified VIM-2, nitrocefin hydrolysis, epi-absorbance fluorescence; inhibition, % at 5.6 µM; 290,000 tested, 0.89% active;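 active means inhibition above the mean of all tested compounds plus 3 SD, cutoff set per screening run, cut at about 7.5% in these data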;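 further: red hydrolysis product quenches plate fluorescence so inhibitors raise well fluorescence; 0% = enzyme with DMSO and 100% = DMSO without enzyme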
M18AAP inhibitor – PfM18AAP inhibitors, malaria aminopeptidase, primary screen, biochemical, QFRET, recombinant enzyme; inhibition, % at 7.35 µM; 290,000 tested, 1.2% active; H-Glu-NHMec fluorogenic cleavage;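 active means inhibition above the campaign mean inhibition over all tested compounds plus 3 SD, cut at about 28% in these data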;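 further: 0% = plate median of test compound wells and 100% = 2 mM ZnCl2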
GPR7 antagonist – GPR7 receptor antagonists, primary screen, cell-based, fluorescence, single concentration; Neuropeptides B/W receptor type 1 (Homo sapiens), P48145; 290,000 tested, 1.1% active; GPR7-expressing cells, fluorescence antagonist assay; inhibition, % at 4.4 µM; in the data active means inhibition above about 16%, passing the limit was not always enough;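 further: cells stimulated with the agonist NPW; 0% = agonist with vehicle and 100% = vehicle without agonist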
Target sequence (P48145 whole entry, looked up): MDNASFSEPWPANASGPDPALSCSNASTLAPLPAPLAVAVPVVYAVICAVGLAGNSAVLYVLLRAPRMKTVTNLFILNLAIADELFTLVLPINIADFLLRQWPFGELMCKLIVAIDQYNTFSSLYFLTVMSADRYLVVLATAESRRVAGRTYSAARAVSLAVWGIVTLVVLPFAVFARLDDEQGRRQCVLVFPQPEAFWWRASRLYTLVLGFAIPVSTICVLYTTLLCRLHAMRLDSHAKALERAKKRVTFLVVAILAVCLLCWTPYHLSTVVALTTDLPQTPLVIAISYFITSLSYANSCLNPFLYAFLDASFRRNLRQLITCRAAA
p-CIP stab down – p/CIP-EGFP fusion destabilizers, primary screen, fluorescence, F442A cells | decrease of EGFP signal, % at 10 µM | 16 h | 290,000 tested, 0.01% active | Q05BA5;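 active means EGFP signal decrease of at least 30% at 10 µM or well 3 SD below plate mean, unless failing retest; inactive means the rest, including hits failing retest or dose response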; further: some compounds called inactive have numbers as strong as hits; many of its hits are not listed in these tables
IMP-1 inhibitor – IMP-1 metallo-beta-lactamase inhibitors, primary screen, biochemical, epi-absorbance readout, Pseudomonas aeruginosa enzyme; metallo-beta-lactamase IMP-1 (Pseudomonas aeruginosa); inhibition, % at 5.6 µM; 290,000 tested, 0.45% active; purified IMP-1, nitrocefin hydrolysis, epi-absorbance fluorescence; AID 1556, 2009;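 active means inhibition above the mean plus 3 SD of all compounds in the same screening run, cut at about 4.5% in these data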;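 further: 0% = IMP-1 with DMSO and 100% = DMSO wells lacking enzyme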
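System – purified recombinant IMP-1 beta-lactamase · Input – IMP-1 dispensed at 0.2 nM · Timing – 15 min preincubation plus 25 min reaction at 25 °C · Signal – Epi-absorbance fluorescence, 480 nm excitation, 530 nm emission · Measure – percent IMP-1 inhibition derived from blank-referenced optical density · Controls – Enzyme-plus-DMSO low control, enzyme-free DMSO high control · Replication – singlicate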
NALP1 inh – NALP1 inflammasome inhibitors in reconstituted yeast, colorimetric, S. cerevisiae, triplicate retest. S. cerevisiae NALP1/ASC/caspase-1 growth, X-gal OD620, 72 h. inhibition, % at 10 µM. 280,000 tested, 0.61% active. AID 2071, 2009; in the data active means inhibition mostly above about 24%, no sharp cut-off; inactive means mostly below about 32%; further: some compounds called inactive have numbers as strong as hits
PHOSPHO1 block – PubChem AID 1565; 290,000 tested, 1.1% active; inhibition, % at 13.3 µM; recombinant PHOSPHO1, absorbance phosphatase assay; Phosphoethanolamine/phosphocholine phosphatase (Homo sapiens), Q8TCT1; in the data active means inhibition above about 60%
Target sequence (Q8TCT1 whole entry, looked up): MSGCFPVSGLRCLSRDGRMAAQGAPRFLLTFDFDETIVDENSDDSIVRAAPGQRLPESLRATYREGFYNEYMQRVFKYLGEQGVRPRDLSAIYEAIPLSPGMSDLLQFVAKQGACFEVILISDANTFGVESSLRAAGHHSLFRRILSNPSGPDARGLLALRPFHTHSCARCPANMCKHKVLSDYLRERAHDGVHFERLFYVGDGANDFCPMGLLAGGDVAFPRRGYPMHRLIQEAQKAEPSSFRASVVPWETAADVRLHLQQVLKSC
An asterisk follows results filed as active; nt = not tested or not shown; & = joins results of further samples. Outcome played no part in choosing rows; 5.3% or so of the library scored in one or more.

SMILES	IDE inh	IDE cell activ	VIM-2 inhibitor	M18AAP inhibitor	GPR7 antagonist	p-CIP stab down	IMP-1 inhibitor	NALP1 inh	PHOSPHO1 block
N#C/C(=C(/O)COC(=O)c1ccc(Cl)c(S(=O)(=O)N2CCOCC2)c1)c1nc2ccccc2[nH]1	-1	-3	-0.8	9	6	12	-2.8	16	-8
CCOc1cc(CNCc2cccs2)cc(Br)c1OCC	-1	2	-2.5	-2	0	8	-1.7	0	0
O=C(Nc1cccc(-c2nnc(-c3ccccc3)o2)c1)c1ccc(Br)o1	7	3	-3.8	2	-7	-4	-0.1	8	-10
Cn1c(=O)c2ncn(CC(=O)NCCC3=CCCCC3)c2n(C)c1=O	1	-2	-0.7	-1	-8	3	-0.5	-2	6
O=C(c1cccc(F)c1F)N1CCCc2ccccc21	-5	7	0.3	-9	-10	5	0.1	20	29
CC1(C)CC(=O)C2=C(C1)N(c1ccccc1)C(=O)CC2c1ccsc1 (stereo not drawn)	-3	-6	-2.3	8	-9	-3	-3.3	-9	-4
CCOc1ccc(C(=O)C2CCN(CC(=O)Nc3ccccc3N3CCOCC3)CC2)cc1	10	3	-3.0	2	-4	-9	-3.4	27	-7
O=C(NCc1ccccc1Cl)c1cnccn1	6	4	-4.2	6	-13	10	-2.2	10	6
CCOC(=O)c1ccc(NC(=S)N2CCC(C(N)=O)CC2)cc1	-8	-3	-0.5	4	-5	4	-1.1	15	-1
CCN1CCN(C(=O)CCc2nnc(CCc3ccc(OC)cc3)o2)[C@@H](C)C1=O	nt	1	-3.6	-2	-13	-13	-2.5	9	18
COc1ccc(Oc2c(C=O)c3ccccc3n2C)cc1	3	3	-0.7	9	15	-9	-2.9	-4	46
O=C(NC(=S)Nc1ccc2[nH]c(=O)[nH]c2c1)c1cccc(F)c1	-21	-1	-4.5	11	1	-4	-3.3	6	14
COC(=O)c1cn(NC(=O)Cc2c(F)cccc2Cl)c(=O)c2ccccc12	4	1	0.3	-9	-4	-1	-1.7	-1	-23
O=C(c1ccncc1)N(Cc1cc2ccccc2[nH]c1=O)C1CCCCC1	-3	-4	-0.8	8	-1	18	-3.0	4	-16
COC(=O)N1c2ccccc2CCc2ccccc21	2	0	-1.8	1	10	-1	-2.7	13	44
CC(OC(=O)c1snc(C(=O)NC2CCCCC2)c1N)C(=O)NC1CCCCC1 (stereo not drawn)	4	6	-2.1	1	-4	-4	-1.9	26	-12
CC(C)Nc1nnc(SCC(=O)Nc2ccc(F)cc2)s1	4	8	-1.1	-4	-8	-8	-3.2	13	50
Cc1cc(CNC(=S)Nc2cccc(Cl)c2Cl)nn1C	1	5	-1.7	6	-14	1	-1.8	-1	-6
NC(=O)c1sc2nc3c(c(-c4ccccc4)c2c1N)CCC3	5	-9	-3.2	2	-10	-14	-0.9	9	-8
CC1CCN(C(=O)CSc2nnc(CNC(=O)c3c(F)cccc3F)o2)CC1	-4	-1	-2.6	2	-15	-8	-2.1	5	29
Cc1nc(-n2nnc3cc(C)c(C)cc32)c2c3c(sc2n1)CCCC3	1	1	-4.7	-1	-5	3	-1.3	7	16
COc1cccc2c1C(CO)N1C(C#N)C3CC(C(=O)O)C(C1C2)N3C (stereo not drawn)	2	4	-1.9	3	-11	-22	-2.5	nt	36
Cc1ccccc1OCCNc1cc(N2CCN(CCO)CC2)ccc1[N+](=O)[O-]	-3	1	-1.0	0	11	5	-2.9	29	-4
Cc1ccc(OCC(=O)Nc2nnc(C3CCCO3)s2)c(Br)c1 (stereo not drawn)	4	2	2.0	-3	7	1	-3.2	15	-5
N#CC1=C2SCN(c3ccccc3)CN2C(=O)CC1c1c(Cl)cccc1Cl (stereo not drawn)	5	-33	46*	36*	-1	-10	-3.7	-5	92*

Rewritten with values ahead of the structure: part of the list above
IDE inh	IDE cell activ	VIM-2 inhibitor	M18AAP inhibitor	GPR7 antagonist	p-CIP stab down	IMP-1 inhibitor	NALP1 inh	PHOSPHO1 block	SMILES
-1	-3	-0.8	9	6	12	-2.8	16	-8	N#C/C(=C(/O)COC(=O)c1ccc(Cl)c(S(=O)(=O)N2CCOCC2)c1)c1nc2ccccc2[nH]1
-1	2	-2.5	-2	0	8	-1.7	0	0	CCOc1cc(CNCc2cccs2)cc(Br)c1OCC
7	3	-3.8	2	-7	-4	-0.1	8	-10	O=C(Nc1cccc(-c2nnc(-c3ccccc3)o2)c1)c1ccc(Br)o1
1	-2	-0.7	-1	-8	3	-0.5	-2	6	Cn1c(=O)c2ncn(CC(=O)NCCC3=CCCCC3)c2n(C)c1=O
-5	7	0.3	-9	-10	5	0.1	20	29	O=C(c1cccc(F)c1F)N1CCCc2ccccc21
-3	-6	-2.3	8	-9	-3	-3.3	-9	-4	CC1(C)CC(=O)C2=C(C1)N(c1ccccc1)C(=O)CC2c1ccsc1 (stereo not drawn)
10	3	-3.0	2	-4	-9	-3.4	27	-7	CCOc1ccc(C(=O)C2CCN(CC(=O)Nc3ccccc3N3CCOCC3)CC2)cc1
6	4	-4.2	6	-13	10	-2.2	10	6	O=C(NCc1ccccc1Cl)c1cnccn1
-8	-3	-0.5	4	-5	4	-1.1	15	-1	CCOC(=O)c1ccc(NC(=S)N2CCC(C(N)=O)CC2)cc1
nt	1	-3.6	-2	-13	-13	-2.5	9	18	CCN1CCN(C(=O)CCc2nnc(CCc3ccc(OC)cc3)o2)[C@@H](C)C1=O

Returning to the listing; the 2 compounds before the break are reprinted first.
SMILES	IDE inh	IDE cell activ	VIM-2 inhibitor	M18AAP inhibitor	GPR7 antagonist	p-CIP stab down	IMP-1 inhibitor	NALP1 inh	PHOSPHO1 block
Cc1ccc(OCC(=O)Nc2nnc(C3CCCO3)s2)c(Br)c1 (stereo not drawn)	4	2	2.0	-3	7	1	-3.2	15	-5
N#CC1=C2SCN(c3ccccc3)CN2C(=O)CC1c1c(Cl)cccc1Cl (stereo not drawn)	5	-33	46*	36*	-1	-10	-3.7	-5	92*
COc1ccc(/C=C/C(=O)NC(=S)NN2CCCCC2c2cccnc2)cc1OC (stereo not drawn)	3	-4	0.3	4	-1	-6	-1.2	5	-12
COc1ccc(NC(=O)O/N=C/c2ccccc2)cc1	-1	-2	-1.6	3	-1	-11	-2.4	8	29
NC(=O)OCC(COC(N)=O)c1ccccc1	0&6	-1&5	-3.4	0	-6	-24	-3.8	21	-11
CC(C)c1nnc(SCc2ccc(CSc3nnc(C(C)C)n3N)cc2)n1N	-1	8	-2.3	-6	4	6	-2.7	3	-50
CC1CCCCC1NC(=O)C1Cc2ccccc2CN1S(C)(=O)=O (stereo not drawn)	1	5	1.2	8	8	-3	1.0	14	4
CC(C)(C)C(=O)Nc1cccc(C(=O)Nc2cc(C(=O)O)cc(C(=O)O)c2)c1	2	3	-4.2	1	-6	7	-3.1	22	16
Cc1cccc(-n2nnnc2SCC(=O)Nc2cccc(S(N)(=O)=O)c2)c1	0	-4	0.8	-11	3	-1	-0.1	14	12
CCCC(c1nnnn1CCOC)N1CCN(c2cccc(OC)c2)CC1 (stereo not drawn)	nt	4	1.1	5	-6	-12	-2.0	0	8
COc1ccc(N2CCN(C(=O)CSc3nnc(NC(=O)C4CC4)s3)CC2)cc1	2	0	-1.6	1	2	-14	-3.7	-4	45
CCOc1cc(/C=N/NC(=O)c2cc(C)[nH]n2)ccc1OC(=O)c1ccc([N+](=O)[O-])cc1	3	nt	-1.0	1	0	-12	-1.8	6	34
CCCCNC(=O)C(Sc1ccccc1)c1ccccc1 (stereo not drawn)	2	2	-2.0	0	1	2	-3.2	6	3
CSCC[C@H](NC(=O)Nc1ccc(C)cc1)C(=O)O	4	-1	-3.5	2	-3	-5	-2.1	12	0
COC(=O)c1cc(OC(=O)CCc2ccc(OC)c(OC)c2)cc(C(=O)OC)c1	-2	4	-1.2	12	-14	-1	-1.3	17	27
Cc1ccc(S(=O)(=O)Nc2ccc(N3CCOCC3)nc2)cc1	-4	7	-2.6	11	-12	-6	-3.6	0	2
CC(=O)N/C(=C/c1ccc2c(c1)OCO2)C(=O)Nc1ccccc1	4	4	-5.1	7	-8	8	-3.2	0	7
Cc1ccc(CSCC(=O)NCc2ccco2)cc1	-5	3	-2.5	-3	-15	-14	-3.2	-4	-5
CC(=O)OC1C(N2CCCCC2)c2c(ccc(/C=C/C(=O)N3CCCCC3)c2O)OC1(C)C (stereo not drawn)	2	-1	-1.6	-8	-1	-10	-1.0	22	16
O=C(CN1CCCCC1)N1c2ccccc2CCc2ccccc21	7	3	-2.8	-5	-1	-2	-3.9	2	23
c1ccc(CN2CCOCC2)cc1	2	8	-7.0	2	-4	-6	-3.1	14	1
O=S(=O)(N/N=C/c1ccc(Cl)cc1)c1ccc(Cc2ncc(C(F)(F)F)cc2Cl)s1	4	1	-5.2	9	12	2	-3.8	-4	3
COc1cc2c(cc1OC)-c1cc(N3CCc4ccccc43)nc(=O)n1CC2	2	5	-0.9	7	-3	-3	-3.1	4	33
O=C1CN(C(=O)c2cccc(Br)c2)c2ccccc2N1	0	-1	0.9	-1	1	5	-2.2	14	20
CCCC(=O)NC(Nc1ccccc1F)C(Cl)(Cl)Cl (stereo not drawn)	-2	nt	-2.2	0	-10	2	-2.7	-1	-15
COC(=O)c1cc(OC)c(OC)cc1NC(=O)Nc1cccc(C(C)=O)c1	4	-4	3.1	-9	15	-10	0.8	11	24
COc1cccc(C(=O)Nc2ccc(N3CCCC3)cc2)c1	8	0	-0.7	14	6	-4	-1.1	6	37
Additional compounds:
SMILES	IDE inh	IDE cell activ	VIM-2 inhibitor	M18AAP inhibitor	GPR7 antagonist	p-CIP stab down	IMP-1 inhibitor	NALP1 inh	PHOSPHO1 block
COc1cc(NC(=O)c2ccc(-c3ccc(Br)cc3)o2)ccc1NC(=O)C(C)C	3	3	-2.7	-13	-3	10	-7.3	-7	-19
O=C(CSCc1cccc(CSCC(=O)Nc2ccccc2)n1)Nc1ccccc1	-2	-2	-4.1	-1	2	-7	-4.7	5	14
CC(C)Oc1ccc(C(=O)NC2(C(F)(F)F)NC(=O)N(CCCc3ccccc3)C2=O)cc1 (stereo not drawn)	4	1	-0.8	4	-12	-9	-1.4	29	3
O=C1CCN(Cc2cccnc2)CCN1[C@H](CO)Cc1ccccc1	4	3	-0.6	-2	-8	-10	-0.2	18	-2
O=C(c1ccccc1)N1CCN(S(=O)(=O)N2CCCCCC2)CC1	-4	-5	3.2	4	11	-8	2.1	5	-4
C/C(=N\NC(=O)CNC(=O)c1ccncc1)c1ccc(C)cc1	7	0	-5.3	0	-1	-3	-4.4	-11	-3
COc1cccc(C(=O)CC(=O)C(=O)Nc2ccc(C)cc2Cl)c1	7	3	-5.7	-2	0	-6	-4.2	-4	16
O=C(O)CC/C(=C\c1cccc(NC(=O)c2ccccc2Cl)c1)c1nc2ccccc2s1	-4	-1	0.3	1	6	-6	-1.0	4	23
Cn1c(C(=O)NCC2CCCO2)cc2c(=O)n3ccccc3nc21 (stereo not drawn)	-2	3	-0.3	5	-4	-5	-2.5	14	26

Assay outcomes (PubChem BioAssay)
